Screening data as filed in PubChem.
KCNQ1 pot – potentiators or activators of KCNQ1 channel, primary screen, cell-based, thallium flux, high-throughput. CHO-K1 KCNQ1, thallium flux FluxOR fluorescence; stronger effect = higher value. AID 2648, 2010. hit rate 0.35% among 310,000. B-score at 10 µM. Potassium voltage-gated channel subfamily KQT member 1 (Homo sapiens), P51787;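 active means fluorescence ratio B-score, a plate-corrected score, at least three library SD, with initial intensity B-score within 5 SD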
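Assay system: CHO-K1 cells stably expressing KCNQ1. Medium: assay buffer for compound exposure, DMSO matched across wells. Timing: 37 °C overnight plating, 90-min dark dye load, 20-min compound pretreatment. Signal: kinetic FluxOR fluorescence, 10 s baseline plus 110 s post-stimulus.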
KCNK3 inh – human KCNK3 channel inhibitors, primary screen, CHO cells, FluxOR thallium flux, B-score; B-score at 10 µM; FluxOR fluorescence; stronger effect = lower value; hit rate 0.84% among 340,000; Potassium channel subfamily K member 3 (Homo sapiens), O14649;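 active means B-score under library mean minus 4 SD, starting fluorescence ratio at most library mean plus 5 SD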;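 further: more negative B-score means stronger inhibition of thallium flux through KCNK3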
Target sequence (O14649 whole entry, looked up): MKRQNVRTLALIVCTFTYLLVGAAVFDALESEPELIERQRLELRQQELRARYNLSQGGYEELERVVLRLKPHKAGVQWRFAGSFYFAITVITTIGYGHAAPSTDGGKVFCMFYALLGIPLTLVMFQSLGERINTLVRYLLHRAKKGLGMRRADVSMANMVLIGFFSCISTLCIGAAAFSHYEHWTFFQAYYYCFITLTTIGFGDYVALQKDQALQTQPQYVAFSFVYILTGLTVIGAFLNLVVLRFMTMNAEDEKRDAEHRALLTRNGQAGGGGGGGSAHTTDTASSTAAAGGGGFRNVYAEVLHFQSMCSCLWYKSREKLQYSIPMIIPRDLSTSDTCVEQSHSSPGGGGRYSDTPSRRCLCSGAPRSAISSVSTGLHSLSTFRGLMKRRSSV
DYRK1A inh – rat Dyrk1A kinase inhibitors, primary screen, biochemical, single point, plate reader | hit rate 0.43% among 310,000 | inhibition, % at 12.5 µM | Dual specificity tyrosine-phosphorylation-regulated kinase 1A (Rattus norvegicus), Q63470 | ADP-Glo luminescence, NFATc1 peptide; in the data active means inhibition above about 50%;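 further: plate controls were vehicle with enzyme for no effect and no enzyme for full effect; many of its hits are not listed in these tables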
Platelet DG rel – inhibitors of platelet dense granule secretion, primary screen, cell-based, MLPCN, human platelets; inhibition, %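 (compounds screened at 7.5 µM in platelet-rich plasma)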; human platelet-rich plasma, SFLLRN dense granule ATP release, luminescence; hit rate 0.22% among 300,000; AID 1663, 2009;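 active means mean replicate score, as percent of positive control, at or above 50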
PolyA inhibitor – polyadenylation inhibitors in yeast reporter cells, primary screen, luminescence, S. cerevisiae | calls only at 12 µM | S. cerevisiae SKY197-pL101 polyadenylation reporter, beta-gal luminescence; efflux-impaired pdr1/pdr3 knockout yeast; score 100 = 6 SD above DMSO | hit rate 0.02% among 300,000;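 active means lowest replicate activity score at least 50, where 100 means six control SD above control mean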;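 further: yeast exposed to compound for 9 h at 30 °C; higher score means more reporter readthrough which indicates perturbed polyadenylation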
TRPC4 inh – inhibitors of mouse TRPC4 channel, primary screen, Fluo4 calcium, HEK293 TRPC4beta/mu-opioid cells. Short transient receptor potential channel 4 (Mus musculus), Q9QUQ5. AID 2247, 2010. B-score at 10 µM. hit rate 0.39% among 300,000. DAMGO-evoked Fluo4 calcium flux; stronger effect = lower value;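 active means B-score over 3 SD under the library average, no early fluorescence shift, positive overall ratio signal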
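Assay system: Stable TRPC4beta/mu-opioid receptor HEK293 cells | Reagent: DAMGO in two steps, submaximal then maximal | Compound dosing: Single concentration per test compound | Signal: Fluo4 Ca2+ flux fluorescence | Evaluation: Per-well B score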
KCNQ1 block – inhibitors of human KCNQ1 channel, primary screen, cell-based, thallium flux, high-throughput; CHO-K1 KCNQ1, FluxOR thallium flux fluorescence; stronger effect = higher value; AID 2642, 2010; hit rate 1.3% among 310,000; B-score at 10 µM;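 active means compounds whose thallium flux B-score, printed positive for inhibition, exceeds three library SD while starting fluorescence stays within three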;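 further: channel opened by potassium depolarization with thallium stimulus after 20 min compound exposure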
TRPC4 PAM – positive allosteric modulators of TRPC4, primary screen, cell-based, mouse TRPC4beta, HEK293 mu-opioid, Fluo-4 calcium | Short transient receptor potential channel 4 (Mus musculus), Q9QUQ5 | DAMGO EC20, Fluo-4 Ca2+ flux; stronger effect = higher value | B-score at 10 µM | hit rate 0.42% among 310,000 | AID 2227, 2009;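 active means B-score of calcium response area above 5 SD of library B-scores, with initial fluorescence ratio within 5 SD of library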;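 further: B-score of integrated fluorescence ratio over time as area under calcium response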
KCNK9 block – KCNK9 potassium channel inhibitors, primary screen, HEK293 cells, thallium flux; Potassium channel subfamily K member 9 (Homo sapiens), Q9NPC2; FluxOR thallium flux fluorescence; stronger effect = lower value; B-score at 10 µM; hit rate 1.2% among 310,000;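 active means ratio B-score over 3 SD below the library mean, with starting fluorescence within 5 SD of its mean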;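 further: negative B-score means less thallium flux so channel inhibition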
Target sequence (Q9NPC2 whole entry, looked up): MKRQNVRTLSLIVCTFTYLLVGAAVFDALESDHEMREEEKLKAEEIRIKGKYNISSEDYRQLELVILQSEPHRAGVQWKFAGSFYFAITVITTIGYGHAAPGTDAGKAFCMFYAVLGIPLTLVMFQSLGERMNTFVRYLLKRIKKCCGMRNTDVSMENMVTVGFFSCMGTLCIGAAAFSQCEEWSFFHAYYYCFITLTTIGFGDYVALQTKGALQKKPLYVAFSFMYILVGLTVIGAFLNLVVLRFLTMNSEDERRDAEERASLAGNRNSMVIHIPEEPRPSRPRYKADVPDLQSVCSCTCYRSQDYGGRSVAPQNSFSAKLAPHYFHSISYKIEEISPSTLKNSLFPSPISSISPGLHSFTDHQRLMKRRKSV
hERG rescue – hERG rescue from dofetilide block, primary screen, cell-based, CHO-hERG, FluxOR thallium flux, dofetilide IC70; Voltage-gated inwardly rectifying potassium channel KCNH2 (Homo sapiens), Q12809; dofetilide IC70 present; activation (rescue from dofetilide block), less the hit threshold, % at 10 µM; hit rate 0.51% among 310,000;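 active means activation above the mean of controls blocked by dofetilide plus 5 SD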;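 further: thallium influx through hERG after potassium depolarization seen as dye fluorescence rise; in these data hits start at about 4.7%; inactives centre near -7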
TRPC4 act – activators of mouse TRPC4 channel, primary screen, Fluo4 calcium, HEK293 TRPC4beta/mu-opioid cells; Short transient receptor potential channel 4 (Mus musculus), Q9QUQ5; hit rate 0.49% among 310,000; B-score at 10 µM; Fluo4 calcium fluorescence; stronger effect = higher value; AID 2237, 2010;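 active means B-score above 5 SD of library B-scores, and initial fluorescence ratio not above library mean plus 5 SD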;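 further: positive B-score marks a calcium rise read as TRPC4 activation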
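Technique: kinetic Fluo4 calcium fluorescence; Test system: TRPC4beta and mu-opioid receptor HEK293 stable cells; Measure: B-scored integrated calcium fluorescence ratio; Benchmarks: low control buffer alone, high control maximal DAMGO; Schedule: 45 min room-temperature Fluo4 loading, 110 s read.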
* = called active by the depositor; i = inactive; · = no result given.

molecule	KCNQ1 pot	KCNK3 inh	DYRK1A inh	Platelet DG rel	PolyA inhibitor	TRPC4 inh	KCNQ1 block	TRPC4 PAM	KCNK9 block	hERG rescue	TRPC4 act
Cn1c(SCC(=O)Nc2ccc3[nH]c(=O)[nH]c3c2)nnc1-c1ccccc1	i	i	-6	11	i	i	i	i	i	-5	i
CCc1nc(N2CCN(Cc3ccc4c(c3)OCO4)CC2)c2oc3ccccc3c2n1	i	-9*	-5	-7	i	i	9*	i	i	-17	i
CCOC(=O)c1sc(NC(=O)Nc2ccc(Cl)cc2)nc1C	i	i	3	-1	i	i	i	i	i	-23	i
CCOc1ccccc1NC(=O)CCS(=O)(=O)c1ccc(OC)cc1	i	i	0	1	i	i	i	i	i	-13	i
CCN(C(=O)c1cc2ccccc2oc1=O)c1cccc(C)c1	i	i	-1	-7	i	i	i	i	i	-9	i
COc1ccc(C2=NOC(C(=O)NC(C)C)C2)cc1 (centres undefined)	i	i	2	3	i	i	i	i	i	-8	i
COc1ccc(N(CCC#N)S(=O)(=O)c2ccc(Cl)cc2)cc1	i	i	-7	-10	i	i	i	i	i	-4	i
CCN(C(=O)COC(=O)CNC(=O)c1ccc(C)s1)c1ccccc1	i	i	-3	5	i	i	i	i	i	-4	i
O=C(COc1ccccc1)NC(=S)Nc1cccc([N+](=O)[O-])c1	i	i	-4	-10	i	i	i	i	i	-1	i
Cc1cccc(C)c1NC(=O)COC(=O)c1cc(=O)c2ccccc2o1	i	i	-7	8	i	i	i	i	i	-7	i
CCC(C)NCCCCOc1cc(C)cc(C(C)C)c1 (centres undefined)	i	i	-4	-5	i	i	i	i	i	4	i
CCCc1cc(=O)oc2c(C)c(OCC(=O)N3C[C@H]4C[C@@H](C3)c3cccc(=O)n3C4)ccc12	i	i	8	15	i	i	i	i	i	-8	i
CCOC(=O)C(=O)CC(=O)c1ccc2c(c1)OCCO2	i	i	2	8	i	i	i	i	i	-5	i
CCC(NC(=O)Nc1nnc(C(F)(F)F)s1)(C(F)(F)F)C(F)(F)F	i	i	-5	-7	i	i	i	i	i	-50	i
Cc1ccccc1NC(=O)/C=C/c1ccc([N+](=O)[O-])s1	i	i	-2	-2	i	i	i	i	i	-2	i

Further entries follow:
molecule	KCNQ1 pot	KCNK3 inh	DYRK1A inh	Platelet DG rel	PolyA inhibitor	TRPC4 inh	KCNQ1 block	TRPC4 PAM	KCNK9 block	hERG rescue	TRPC4 act
O=C1CC(C(=O)Nc2ccc(F)cc2)S/C(=N\N=C\c2ccco2)N1 (centres undefined)	i	i	-2	1	i	i	i	i	i	-5	i
C=C(C)COc1ccc(-c2n[nH]c(C)c2-c2ccc(OC)cc2)c(O)c1	i	i	1	-2	i	i	i	i	i	-1	i
O=C(CCNS(=O)(=O)c1cccc2nsnc12)NCc1cccs1	i	i	-1	-3	i	i	i	i	i	-11	i
Cc1cc(C)nc(SCc2ccc(C(=O)NN=C3C4CC5CC(C4)CC3C5)cc2)n1	i	i	-2	9	i	i	i	i	i	-10	i
O=C(COc1cccnc1[N+](=O)[O-])N1CCN(C(=O)c2ccco2)CC1	i	i	·	-2	i	i	i	i	i	-5	i
Cn1c(/N=C/c2cc(Cl)ccc2O)nc2ccccc21	i	·	·	5	i	i	i	i	i	-2	i
CCOC(=O)C1(Cc2ccccc2)CCCN(Cc2ccncc2)C1 (centres undefined)	i	i	-2	17	i	i	i	i	i	-20	i
CCNC(=O)COC(=O)/C=C/c1cccc([N+](=O)[O-])c1	i	i	-1	1	i	i	i	i	i	-9	i
CC(=O)Oc1ccc(C)cc1N1C(=O)c2ccc(C(=O)O)cc2C1=O	i	i	-1	-2	i	i	i	i	i	-4	i
CCOc1cc(-c2noc(N)c2C(=O)OC)cc(OCC)c1OCC	i	i	-10	2	i	i	i	i	i	-12	i
CCOC(=O)c1[nH]cnc1C(=O)NCc1ccccc1	i	i	13	4	i	i	i	i	i	-10	i
CCOC(=O)CN1CC23C=CC(O2)C(C(=O)NC2CCCC2)C3C1=O (centres undefined)	i	i	-12	2	·	i	i	i	i	-8	i
COC(=O)CC1(C(=O)OC)Oc2ccc(Br)cc2C(=O)N1c1ccc(Br)cc1Cl (centres undefined)	i	i	2	-3	i	i	i	i	i	-5	i
O=[N+]([O-])c1ccc(N/N=C/c2c[nH]c3ccccc23)c(S(=O)(=O)Nc2ccc(Cl)cc2)c1	i	i	1	2	i	i	i	i	i	-1	i
CCC(=O)Nc1ccc(NC(=O)c2cccc3c(Br)cccc23)cc1	i	i	-2	1	i	i	i	i	i	-11	i

(further entries)
molecule	KCNQ1 pot	KCNK3 inh	DYRK1A inh	Platelet DG rel	PolyA inhibitor	TRPC4 inh	KCNQ1 block	TRPC4 PAM	KCNK9 block	hERG rescue	TRPC4 act
CCOC(=O)Cn1nnc2c(sc3nc4c(c(-c5ccc(Cl)cc5)c32)CCC4)c1=O	i	i	1	-1	i	i	i	i	i	-1	i
C/C(=N\NC(=O)c1ccoc1C)c1ccccc1O	i	i	10	24	i	i	i	i	i	-10	i
O=C(COC(=O)c1cnccn1)c1ccc(OC(=O)c2ccccc2)cc1	i	i	9	-1	i	i	i	i	i	-10	i
CCC(Sc1nc2c(cnn2-c2ccc(Cl)cc2)c(=O)[nH]1)C(=O)OC (centres undefined)	i	i	1	-11	i	i	i	i	i	-5	i
O=c1ccc(-c2ccccc2)nn1Cc1ccc(Cl)cc1	i	i	5	-1	i	i	i	i	i	0	i
CSc1cccc(NC(=O)/C=C/c2ccco2)c1	i	i	0	1	i	i	i	i	i	-11	i
C=CCc1ccccc1OCC(O)CN1CCN(CCO)CC1 (centres undefined)	i	i	-10	3	i	i	i	i	i	0	i
Cc1cccc(NC(=O)c2ccc(N3CCCCC3)c([N+](=O)[O-])c2)n1	i	i	10	11	i	i	i	i	i	-9	i
NS(=O)(=O)c1ccc(CNC(=O)/C=C/c2ccc(S(=O)(=O)N3CCOCC3)cc2)cc1	i	i	7	-6	i	i	i	i	i	-10	i
COc1ccc2cc(C(c3nnnn3CC3CCCO3)N3CCOCC3)c(=O)[nH]c2c1 (centres undefined)	i	i	2	10	i	i	i	i	i	-3	i
Cc1ccccc1C(=O)NC(=S)NC1CC1	i	i	-3	5	i	i	i	i	i	-2	i
CC1CN(S(=O)(=O)c2ccc(CN3C(=O)c4cccnc4C3=O)s2)c2ccccc2O1 (centres undefined)	i	i	-4	-9	i	i	i	i	i	-8	i
CCOC(=O)C1CCN(C(=O)c2ccc(C)c(S(=O)(=O)N3CCCC3)c2)CC1	i	i	-5	-3	i	i	i	i	i	-9	i
O=C(Cc1n[nH]c(=O)[nH]c1=O)N/N=C/c1ccccc1	i	i	0	0	i	i	i	i	i	-3	i
Cc1ccc(C)c(NC(=O)CCN2CCOCC2)c1	i	i	1	0	i	i	i	i	i	-10	i

Records above shown as hits in KCNK3 inh.
mol,KCNQ1 pot,KCNK3 inh,DYRK1A inh,Platelet DG rel,PolyA inhibitor,TRPC4 inh,KCNQ1 block,TRPC4 PAM,KCNK9 block,TRPC4 act
CCc1nc(N2CCN(Cc3ccc4c(c3)OCO4)CC2)c2oc3ccccc3c2n1,i,-9*,-5,-7,i,i,9*,i,i,i

(continued)
molecule	KCNQ1 pot	KCNK3 inh	DYRK1A inh	Platelet DG rel	PolyA inhibitor	TRPC4 inh	KCNQ1 block	TRPC4 PAM	KCNK9 block	hERG rescue	TRPC4 act
CC(=O)Nc1sc(-c2ccccc2)nc1-c1ccccc1	i	i	7	-1	i	i	i	i	i	-6	i
Cc1ccc(S(=O)(=O)CC2CSc3nc4ccccc4n32)cc1 (centres undefined)	i	i	2	4	i	i	i	i	i	-32	i
C=CCc1cccc2cc(C(=O)N3CCN(C(=O)c4ccco4)CC3)c(=O)oc12	i	i	-4	-8	i	i	i	i	i	-4	i
CC1(C)CC(=O)/C(=C(\O)Cc2ccccc2)C(=NCCCCCC(=O)O)C1	i	i	-2	-5	i	i	i	i	i	-2	i
CC(=O)c1c[nH]c(C(=O)NCc2ccccc2Cl)c1	i	i	-1	-1	i	i	i	i	i	-1	i
CCOc1cc(S(=O)(=O)NCCc2cccc(C)c2)c(OCC)cc1-n1cnnn1	i	i	-6	3	i	i	i	i	i	-3	i
COc1cccc(/C=C/C(=O)c2cccc([N+](=O)[O-])c2)c1OC	i	i	6	0	i	i	i	i	i	-7	i
O=[N+]([O-])c1c(Nc2cccc(O)c2)cc(Cl)c2nonc12	i	i	5	60*	i	i	24*	i	-8*	-33	i
Cc1cc(C)cc(NC(=O)Nc2ccc3c(c2)N(C)C(=O)CS3)c1	i	i	5	-2	i	i	i	i	i	-4	i
Cc1cccc(OCC(=O)Nc2ccc3c(c2)C(=O)NC3=O)c1	i	i	5	11	i	i	i	i	i	-10	i
COc1ccc(/C=N/NC(=O)c2ccc(=O)n(C)c2)cc1OC	i	i	-1	6	i	i	i	i	i	-4	i
Cc1cc(C)cc(NC(=O)C2C3C=CC4(O3)C2C(=O)N(CCN2CCCCC2)C4C(=O)NC2CCCCC2)c1 (centres undefined)	i	i	-3	-7	i	i	i	i	i	-5	i
O=C(Cc1ccc(-n2c(=O)c3sccc3n(CC(=O)Nc3ccccc3)c2=O)cc1)NCc1ccco1	i	i	-1	2	i	i	i	i	i	-6	i
O=C(CN1CCCCC1)Nc1cc(Cl)ccc1Oc1ccccc1	i	i	-10	-4	i	i	i	i	i	-15	i
O=C(NCCN1CCOCC1)c1ccc(=O)oc1	i	i	-3	11	i	i	i	i	i	-10	i
O=C(NCCN1CCOCC1)c1cnn2c(-c3ccccc3)cc(-c3ccccc3)nc12	i	i	2	-5	i	i	i	i	i	-19	i

A portion of the library; rates above refer to the full screens.
